# Screening data: PubChem BioAssay, several laboratories
# P. falciparum M1AAP = P. falciparum M1AAP inhibitors, biochemical, fluorogenic H-Leu-NHMec substrate, 1536-well (AID 1445); recombinant M1AAP, H-Leu-NHMec fluorogenic kinetic assay; higher % means a stronger effect; inhibition, % at 30 µM; hits with a dose series show IC50 in µM; actives 0.42% (n = 220,000);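 active = primary inhibition above the hit cutoff, then over 50% inhibition at one or more dose response concentrations, cut at about 23% in these data, passing the limit was not always enough; inconclusive = conflicting primary data, or primary hits not chosen for dose response; inactive = low primary inhibition, or under 50% at every dose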;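 note: plate controls were DMSO full reaction for no effect and no enzyme background for full effect; strong numbers were not always called active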
# XIAP antagonists = XIAP antagonists, biochemical, IAP family, fluorescence polarization (AID 1018). XIAP BIR domain, fluorescence polarization peptide displacement; higher % means a stronger effect. displacement, % at 20 µM; hits with a dose series show IC50 in µM. actives 0.007% (n = 200,000); in the data active = displacement above about 50%; note: a part of the inactive calls stands beside numbers as strong as those of hits
# TNAP activators = stimulation of alkaline phosphatase TNAP activity – biochemical, luminescent, no phosphate acceptor, uHTS, primary screen (AID 1001). purified TNAP, luminescent activation assay, no phosphate acceptor; higher activation fold means a stronger effect. activation fold at 20 µM; hits with a dose series show EC50 in µM. actives 0.03% (n = 200,000); in the data active = activation fold from about 3, or a potency from the dose series; inactive = the rest, 99 in 100 with activation fold below about 1.6; note: many of its hits are not listed in these tables
# ER stress rescue = rescue of cells from ER stress-induced death, primary screen, 384-well, CSM14.1, thapsigargin, ATP luminescence (AID 1222) | CSM14.1 thapsigargin-induced death rescue, ATP luminescence; higher % means a stronger effect | cellular ATP content (survival), % at 20 µM; hits with a dose series show EC50 in µM | 190,000 tested, under 10 active;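 active = EC50 below 50 µM in the dose-response confirmation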;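 note: death triggered by thapsigargin at about 15 µM added after 2 h compound pretreatment; cell ATP read after overnight thapsigargin exposure of roughly 18 to 22 hours; normalized against plate controls of thapsigargin alone and 5% DMSO vehicle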
# human PMI inhibitors = human PMI inhibitors, high substrate, primary screen, biochemical, fluorescence intensity, high mannose 6-phosphate (AID 1220); recombinant PMI enzyme, coupled fluorescence intensity; higher % means a stronger effect; inhibition, % at 20 µM, or IC50 in µM where a hit was titrated; actives 0.66% (n = 190,000)
# Myeloid diff MLP = myeloid differentiation induction. actives 1% (n = 360,000). calls only at 10 µM. ER-HoxA9 myeloid progenitors, lysozyme-GFP differentiation, flow cytometry;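 active = normalized GFP-positive differentiation at or above the plate's own cutoff, the solvent-only control mean plus 3 SD; inconclusive = no clear call, values can overlap the other calls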;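 note: cells exposed to compound for four days before flow analysis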
# PMI inhibitors = inhibitors of human PMI, primary screen, biochemical, fluorescence intensity, coupled assay (AID 1209); purified PMI enzyme, coupled fluorescence intensity; higher % means a stronger effect; inhibition, % at 20 µM; hits with a dose series show IC50 in µM; actives 0.42% (n = 190,000);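 note: plate controls were DMSO vehicle for no effect and wells lacking substrate for full effect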
# LYP phosphatase = inhibitors of LYP phosphatase, biochemical, fluorescence intensity, uHTS (AID 1779); one-dose inhibition, % at 11.5 µM; IC50 in µM for titrated hits; actives 0.054% (n = 290,000); recombinant LYP phosphatase, fluorescence intensity; higher % means a stronger effect;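 note: plate controls were vehicle with enzyme for no effect and no enzyme for full effect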
# P. falciparum M17LAP = P. falciparum M17LAP inhibitors, primary screen, biochemical, fluorogenic H-Leu-NHMec substrate, 1536-well (AID 1619) | recombinant M17LAP, H-Leu-NHMec fluorogenic kinetic assay; higher % means a stronger effect | inhibition, % at 30 µM; hits with a dose series show IC50 in µM | actives 0.38% (n = 220,000);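 active = compound inhibiting the enzyme by more than half at any dose during confirmatory dose-response retesting; inconclusive = strong single-dose inhibitors picked by rank but not retested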;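 note: plate controls were full reaction with DMSO carrier for no effect and no enzyme background for full effect; strong numbers were not always called active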
# Myeloid diff MLP GFP+ MAC1+ % = further read-out of Myeloid diff MLP, marked with its call; GFP+ MAC1+ double positive, %; measured here: differentiation confirmed by MAC1 staining
# * = called active by the depositor; i = inactive; ? = inconclusive; . = no result given; + = active, no number. Cut-off read from the data, not from the text of the source, unless noted: active = inhibition above about 50%; inactive = the rest.
1: COc1cc(/C=N/NC(=O)C(=O)/C=C2\NC3(CCCC3)Cc3ccccc32)ccc1O
2: Cn1c(=O)n(Cc2ccccc2)c(=O)c2c1nc(NCC1CCCO1)n2Cc1ccccc1 (stereo not drawn)
3: Cc1cccc(C)c1-n1c(C)cc(/C=N\NC(=O)CC(=O)NC2CCCCC2)c1C
4: C=CCC(=O)OCCCCCCOc1ccc(C(=O)O)cc1
5: COC(=O)c1cccc(NC(=O)c2cc3sccc3n2C)c1
6: O=C(NCc1ccccc1)c1ccc2c(=O)[nH]c3c(C(=O)NCC4CCCO4)sc(=S)n3c2c1 (stereo not drawn)
7: C=CCSc1nc(N)c(C(=O)Nc2ccccc2)cc1C#N
8: O=C(c1ccc(Cl)c(S(=O)(=O)N2CCOCC2)c1)N1CCN(Cc2ccccc2)CC1

compound no.	1	2	3	4	5	6	7	8
P. falciparum M1AAP	5%	10%	4%	-1%	19%	29µM*	1%	-8%
XIAP antagonists	-2.7%	-3.2%	-4.8%	-5.0%	-7.5%	-10%	-1.3%	-0.5%
TNAP activators	1	1.1	1.2	1	1.1	1	1	1.1
ER stress rescue	3.4%	1.8%	1.2%	-1.6%	-0.2%	-1.9%	-0.1%	-1.6%
human PMI inhibitors	-15%	-1%	-1%	13%	0%	-4%	-9%	-9%
Myeloid diff MLP	i	i	i	i	i	i	i	i
Myeloid diff MLP GFP+ MAC1+ %	0.4	0.5	0.4	0.7	8.8	0.0	0.4	0.7
PMI inhibitors	1%	2%	9%	8%	15%	-5%	-10%	-14%
LYP phosphatase	3%	-3%	1%	4%	-4%	6%	-2%	-13%
P. falciparum M17LAP	-5%	-5%	5%	7%	-2%	8.6µM*	4%	-3%

9: Cc1ccc(S(=O)(=O)N(CC(=O)N2CCCC2)C2CCCCC2)cc1
10: COc1ccccc1N1CCN(CC(=O)Nc2ccc(C)c(F)c2)CC1
11: Cc1ccc(/C=N/NC(=O)Cn2cnc3c2c(=O)n(C)c(=O)n3C)s1
12: CN(C)S(=O)(=O)c1cccc(-c2nnc(SCCNCCO)n2-c2ccc(F)cc2)c1
13: CCN(CC)S(=O)(=O)c1cccc(C(=O)N[C@H](C(=O)OCC(=O)NC(=O)NC)C(C)C)c1
14: CCCCOc1ccc(C(=S)N2CCC(C(N)=O)CC2)cc1
15: CCOC(=O)C1CCCN(c2c(N3CCOCC3)c(=O)c2=O)C1 (stereo not drawn)
16: CCCc1[nH]nc2c1C1(CCOC1C)C(C#N)=C(N)O2 (stereo not drawn)

compound no.	9	10	11	12	13	14	15	16
P. falciparum M1AAP	19%	0%	7%	-4%	-5%	5%	5%	-1%
XIAP antagonists	-4.6%	-6.6%	-0.4%	-12%	-0.2%	-3.0%	-0.3%	-1.6%
TNAP activators	1.1	1	1.1	1.1	1.1	1	1.2	1
ER stress rescue	-1.3%	-2.2%	-2.3%	-1.1%	2.1%	-1.9%	1.6%	-2.7%
human PMI inhibitors	3%	-3%	8%	-3%	-6%	9%	-5%	-8%
Myeloid diff MLP	i	i	i	i	i	i	i	i
Myeloid diff MLP GFP+ MAC1+ %	0.7	0.4	0.6	1.0	0.2	0.2	2.6	0.3
PMI inhibitors	7%	-5%	2%	-14%	-1%	5%	-4%	-4%
LYP phosphatase	-3%	0%	-5%	-8%	-3%	-4%	2%	3%
P. falciparum M17LAP	10%	-6%	21%	3%	-7%	-5%	5%	4%

17: CCOc1ccc(-n2c(SCC(=O)Nc3ccc(OC)cc3)nc3c(c2=O)SCC3)cc1
18: O=C(NCc1cccs1)C(=O)NCC(c1ccco1)N1CCN(c2ccccc2)CC1 (stereo not drawn)
19: Brc1ccc(-c2n(-c3ccccn3)c3ccccc3[n+]2-c2ccccn2)cc1
20: Cc1cc(Cl)ccc1N=C1N=C(N)c2ccccc21
21: Cc1cc(C)n(-c2ccc3nncn3n2)n1
22: CC1CC(C)CN(CCCNC(=O)CC2Oc3ccccc3NC2=O)C1 (stereo not drawn)
23: COc1cc(/C=C/C(=O)Nc2nc3ccc(S(=O)(=O)NC(C)C)cc3s2)cc(OC)c1OC
24: CN(C(=O)c1cc2c(s1)-c1ccccc1S(=O)(=O)C2)c1ccccc1

compound no.	17	18	19	20	21	22	23	24
P. falciparum M1AAP	8%	-8%	4%	1%	5%	-5%	-1%	2%
XIAP antagonists	-1.6%	-7.4%	.	-3.6%	-0.2%	-3.6%	-1.7%	.
TNAP activators	1.1	1.1	.	1.3	1.1	1.1	1.1	.
ER stress rescue	-0.3%	0.5%	.	-2.4%	-1.5%	-1.8%	7.7%	.
human PMI inhibitors	7%	13%	.	3%	-9%	0%	3%	.
Myeloid diff MLP	i	i	i	i	i	i	i	i
Myeloid diff MLP GFP+ MAC1+ %	0.8	0.3	0.8	0.3	0.5	3.4	0.4	0.2
PMI inhibitors	11%	9%	.	9%	-6%	-1%	12%	.
LYP phosphatase	8%	-6%	1%	-3%	-8%	-12%	-5%	0%
P. falciparum M17LAP	-17%	-4%	-8%	9%	1%	-5%	-1%	-10%

25: CC(=O)c1ccc(NC(=O)N2CCCC(C(=O)c3ccc4c(c3)OCO4)C2)cc1 (stereo not drawn)
26: CC(=O)Nc1cccc(-c2nnc(-c3ccccc3)o2)c1
27: Cc1ccccc1C(=O)NNC(=O)Nc1ccccc1
28: O=C(NC1CCCc2c1cnn2-c1ccc(F)cc1F)c1ccccn1 (stereo not drawn)
29: O=C(NCc1cccnc1)C1CCN(S(=O)(=O)N2CCOCC2)CC1
30: O=C(Nc1ncc2c(n1)-c1ccccc1OC2)c1ccc(Cl)cc1Cl
31: C=CCn1c(C(C)(C)C)nc2ccccc21
32: OCC(O)C1OC(Nc2ccc(Cl)cc2)C(O)C1O (stereo not drawn)

compound no.	25	26	27	28	29	30	31	32
P. falciparum M1AAP	6%	3%	5%	-2%	9%	-2%	2%	-5%
XIAP antagonists	-3.3%	1.0%	-6.9%	-0.5%	-5.7%	-22%	-2.9%	.
TNAP activators	1	1.1	1.2	1.1	1.1	1.1	1.1	.
ER stress rescue	3.5%	.	0.9%	-0.1%	-0.6%	-0.3%	-0.1%	.
human PMI inhibitors	-6%	7%	4%	.	5%	10%	2%	.
Myeloid diff MLP	i	i	.	i	i	i	i	+
Myeloid diff MLP GFP+ MAC1+ %	0.3	0.8	.	0.2	12	0.4	0.7	0.3*
PMI inhibitors	5%	9%	2%	.	5%	7%	5%	.
LYP phosphatase	6%	0%	-3%	-13%	-8%	-8%	-9%	-1%
P. falciparum M17LAP	0%	0%	2%	-5%	-9%	-12%	4%	2%

33: CCc1ccccc1NC(=O)CSc1nnc(Cn2nnc3ccccc32)n1C
34: COc1ccc2c(Cl)c(C(=O)NCc3ccco3)sc2c1
35: Cc1ccc2[nH]c(=O)c(CN(CCCN(C)C)C(=O)Nc3cccc(Cl)c3)cc2c1
36: Cn1c(C(=O)Nc2ccc3c(c2)OCCO3)cc2c(=O)n(C)c3ccccc3c21
37: O=C(CSc1nnc2ccccn12)c1ccc(OC(F)F)cc1OC(F)F
38: CN(NS(C)(=O)=O)c1c(C#N)c(C(F)(F)F)nn1C
39: C/C=N/NC(=O)c1cc(Br)ccc1O
40: COc1cccc(-c2nnc(SCCOc3ccc4c(C)cc(=O)oc4c3)o2)c1

compound no.	33	34	35	36	37	38	39	40
P. falciparum M1AAP	6%	5%	15%	6%	5%	5%	6%	-1%
XIAP antagonists	-1.9%	-16%	-4.5%	-0.7%	-1.6%	-1.5%	-3.9%	0.4%
TNAP activators	1.1	1.1	0.9	1.2	1.1	1	1	1
ER stress rescue	3.0%	-0.1%	0.3%	0.8%	1.5%	.	2.5%	-0.5%
human PMI inhibitors	-11%	9%	-5%	13%	14%	-3%	-1%	-8%
Myeloid diff MLP	i	i	i	?	i	i	i	i
Myeloid diff MLP GFP+ MAC1+ %	7.1	7.0	8.0	.	0.9	0.2	0.5	0.6
PMI inhibitors	-10%	10%	-4%	7%	3%	-9%	2%	-1%
LYP phosphatase	-5%	-1%	0%	-1%	-6%	-5%	-6%	-2%
P. falciparum M17LAP	3%	6%	4%	1%	12%	-1%	2%	-14%

41: Cc1cccc(C(=O)OCC(=O)NCc2cccs2)c1
42: O=C1C=C(NCC2CCCO2)CC(c2ccccc2)C1 (stereo not drawn)
43: O=C(NCc1ccccn1)C1CCC(=O)N1C1CCCCC1 (stereo not drawn)
44: Cc1cc(/C=N/NC(=O)CC#N)c(C)n1-c1ccc([N+](=O)[O-])cc1
45: COc1ccc(C(CC(=O)Nc2nccs2)n2cccc2)cc1 (stereo not drawn)

compound no.	41	42	43	44	45
P. falciparum M1AAP	7%	3%	3%	0%	5%
XIAP antagonists	-5.3%	-4.3%	-1.6%	0.9%	-1.2%
TNAP activators	1.1	1.1	1.2	1	1.1
ER stress rescue	-0.8%	1.4%	-1.0%	-1.7%	-0.9%
human PMI inhibitors	12%	5%	1%	-3%	4%
Myeloid diff MLP	i	i	i	i	i
Myeloid diff MLP GFP+ MAC1+ %	0.3	0.9	4.9	0.2	2.7
PMI inhibitors	6%	3%	-5%	-9%	2%
LYP phosphatase	0%	-7%	1%	3%	-5%
P. falciparum M17LAP	-5%	19%	2%	4%	5%

# Arranged by number of heavy atoms (low to high): 7 of the compounds above.
39: C/C=N/NC(=O)c1cc(Br)ccc1O
41: Cc1cccc(C(=O)OCC(=O)NCc2cccs2)c1
43: O=C(NCc1ccccn1)C1CCC(=O)N1C1CCCCC1 (stereo not drawn)
45: COc1ccc(C(CC(=O)Nc2nccs2)n2cccc2)cc1 (stereo not drawn)
44: Cc1cc(/C=N/NC(=O)CC#N)c(C)n1-c1ccc([N+](=O)[O-])cc1
37: O=C(CSc1nnc2ccccn12)c1ccc(OC(F)F)cc1OC(F)F
40: COc1cccc(-c2nnc(SCCOc3ccc4c(C)cc(=O)oc4c3)o2)c1

compound no.	39	41	43	45	44	37	40
P. falciparum M1AAP	6%	7%	3%	5%	0%	5%	-1%
XIAP antagonists	-3.9%	-5.3%	-1.6%	-1.2%	0.9%	-1.6%	0.4%
TNAP activators	1	1.1	1.2	1.1	1	1.1	1
ER stress rescue	2.5%	-0.8%	-1.0%	-0.9%	-1.7%	1.5%	-0.5%
human PMI inhibitors	-1%	12%	1%	4%	-3%	14%	-8%
Myeloid diff MLP	i	i	i	i	i	i	i
Myeloid diff MLP GFP+ MAC1+ %	0.5	0.3	4.9	2.7	0.2	0.9	0.6
PMI inhibitors	2%	6%	-5%	2%	-9%	3%	-1%
LYP phosphatase	-6%	0%	1%	-5%	3%	-6%	-2%
P. falciparum M17LAP	2%	-5%	2%	5%	4%	12%	-14%

# Random draw from the library. About 2.7% of those tested had a hit in this group.
